Screening data (PubChem)
aGlu spleen mod: lysosomal alpha-glucosidase (human) modulation | P10253 | Potency, µM (doses to about 79.9 µM), for inactives: top-dose activity change, negative = inhibition, actives largely listed as inhibitors | 240,000 compounds, 0.006% hits | human spleen homogenate, 4-MU-alpha-glucoside fluorescence;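 also: potency is read from the fitted curve at half-maximal effect; 0% = enzyme with vehicle and -100% = no enzyme basal signal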
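Human spleen homogenate (1 ug) with 4-methylumbelliferyl-alpha-D-glucopyranoside (1 mM final) in 50 mM citrate/phosphate pH 5.0, 0.01% Tween-20; 40 min at 37 C. Stopped at pH 10; 4-MU fluorescence Ex 365/Em 440 nm; AC50 by Hill fit.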
Lamin A splicing: LMNA splicing modulation. HeLa LMNA splicing GFP/RFP minigene ratio, 48 h. Potency, µM (highest dose often 46.1 µM), for the others: top-dose ratio change, negative = inhibition, most hits filed as inhibitors. 200,000 compounds, 0.01% hits; active = well fitted inhibition curve with a large enough effect in the signal ratio, with a control signal flat, not every such curve was filed as active; inconclusive = small, poorly fitted or top-dose-only effect, or effect the other way, or a change in a side signal; the % refers to the signal ratio; also: potency is read from the fitted curve at half-maximal effect; % is scaled to controls: 0 for no effect and ±100 for the full control effect
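S3 HeLa cells stably expressing lamin A-EGFP splicing minigene plus DsRed2, 600 cells/well, 48 h compound exposure at 37C. Laser-scanning cytometry; analysed as GFP (500-530 nm)/RFP (575-640 nm) total intensity ratio; 0.5% DMSO vehicle.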
GAA inhib: blocks human lysosomal alpha-glucosidase; P10253; purified human GAA, 4-MU-alpha-glucoside fluorescence; Potency, µM (highest dose often 76.9 µM), for the others: at the top dose activity change, negative = inhibition, usual class: inhibitors; 200,000 compounds, 0.005% hits; AID 1466;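 also: potency is read from the fitted curve at half-maximal effect; plate controls were uninhibited enzyme wells for no effect and no-enzyme background for full effect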
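Fluorogenic assay: 4 nM human alpha-glucosidase with 400 uM 4-methylumbelliferyl-alpha-D-pyranoside in 50 mM citrate/phosphate, 0.005% Tween-20, pH 5.0, 20 min at room temperature. Compounds tested up to 77 uM; AC50 from Hill fits.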
HttQ103 aggreg: reduces HttQ103-GFP aggregates in PC12 cells | PC12 HttQ103-GFP aggregates, Acumen cytometry, 40 h | Potency, µM (titrated, usually from 46.1 µM), for the others: at the highest dose activity change, negative = inhibition, most hits filed as inhibitors | 220,000 compounds, 1.1% hits | AID 1688; also: potency is read from the fitted curve at half-maximal effect; % is scaled to controls: 0 for no effect and ±100 for the full control effect; nearly all actives have a fitted effect of over 60% in size
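Quantitative HTS on tebufenozide-induced (100 nM) PC12 cells stably expressing polyQ103 Huntingtin exon 1–GFP. Reduction of bright GFP aggregates, detected by laser scanning cytometry after lysis, identified actives across the titration.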
GAA glycogen mod: GAA glycogen-cleavage inhibition or activation; Potency, µM (top dose mostly 76.4 µM), without a hit: at the top dose activity change, negative = inhibition, usual class: inhibitors; 300,000 compounds, 0.38% hits; P10253; recombinant GAA, glycogen substrate, Amplex Red glucose oxidase fluorescence;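 also: potency is read from the fitted curve at half-maximal effect; 0% = full enzyme reaction and -100% = no-enzyme basal signal; the screen sought inhibitors and activators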
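Recombinant human alpha-glucosidase (4 nM final) hydrolysed bovine liver glycogen (30 ug) for 40 min at 37 C in pH 5.0 citrate/phosphate with 0.01% Tween-20. Released glucose detected by glucose oxidase/Amplex Red, Ex 573/Em 610 nm. Compounds up to 77 uM; AC50 from Hill fits.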
CBFb RUNX1 block: CBF-beta/RUNX1 interaction disruption. Q01196+Q13951. AlphaScreen CBFb-His/RUNX1-biotin binding, biochemical. 230,000 tested, under 10 active. AID 1477. Potency, µM (top dose mostly 59.8 µM), for inactives: at the top dose activity, negative = inhibition, actives largely listed as inhibitors; also: % of control where 0% means no effect
Target sequence (Q01196 whole entry, looked up): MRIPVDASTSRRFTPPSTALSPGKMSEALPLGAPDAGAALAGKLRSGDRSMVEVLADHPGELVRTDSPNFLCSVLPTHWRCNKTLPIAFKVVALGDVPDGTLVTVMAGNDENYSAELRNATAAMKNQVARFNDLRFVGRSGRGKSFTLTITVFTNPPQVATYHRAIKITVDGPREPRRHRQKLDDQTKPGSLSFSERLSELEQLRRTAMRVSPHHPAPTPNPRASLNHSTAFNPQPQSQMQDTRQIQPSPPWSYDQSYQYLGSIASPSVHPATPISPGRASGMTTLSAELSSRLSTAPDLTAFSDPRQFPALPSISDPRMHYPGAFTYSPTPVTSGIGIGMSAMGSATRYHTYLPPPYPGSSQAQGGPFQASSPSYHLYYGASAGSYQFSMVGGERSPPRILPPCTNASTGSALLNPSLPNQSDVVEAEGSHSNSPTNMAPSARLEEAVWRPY
Target sequence (Q13951 whole entry, looked up): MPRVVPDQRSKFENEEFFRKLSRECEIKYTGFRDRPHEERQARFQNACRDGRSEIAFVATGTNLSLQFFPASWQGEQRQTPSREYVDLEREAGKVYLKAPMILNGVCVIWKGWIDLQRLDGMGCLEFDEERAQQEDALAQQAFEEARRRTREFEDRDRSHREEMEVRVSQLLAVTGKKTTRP
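Interaction loss through any mechanism counts as activity. Pre-formed complex of His-CBF-beta and biotin-RUNX1 (30 nM apiece) is incubated with compound 15 min, then with 50 ng nickel and 50 ng streptavidin beads for 90 min before AlphaScreen detection.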
HTT cytoprotect: protects HTT-Q103 PC12 cells, measured by ATP | PC12 HTT-Q103 induced, cytoprotection, ATP luminescence, 40 h | Potency, µM (titrated, usually from 56.4 µM), for the others: cytoprotection (ATP increase), most hits filed as activators | 230,000 compounds, 0.14% hits | AID 1471;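 also: potency is read from the fitted curve at half-maximal effect; % of control where 0% means no effect; nearly all actives have a fitted effect of over 45% in size; toxic huntingtin expression switched on by the ecdysone agonist tebufenozide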
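Huntington model: PC12 line, ecdysone-inducible HTTQ103 exon1–GFP, tebufenozide 100 nM. Test articles in a dose series. Endpoint luminescence from cellular ATP.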
Numbers without * were called inactive; ? = inconclusive; / = not tested or not shown; [ ] = remark or other dose. Unless noted, calls follow the shape of the dose curve; as a rule, active = well fitted curve in the direction sought with a large enough effect; inconclusive = small, poorly fitted or top-dose-only effect, or another doubt; inactive = no such curve, though single readings can be large; an effect the other way counts as inactive or inconclusive.

Value order – aGlu spleen mod	Lamin A splicing	GAA inhib	HttQ103 aggreg	GAA glycogen mod	CBFb RUNX1 block	HTT cytoprotect
1: Cc1cc2c(C)c(C)c(=O)[nH]c2cc1N
 : 24%	-19%	?	?	-5%	-6%	0%
2: COc1ccc(Cc2c(C)nc(N)nc2Cl)cc1
 : -9%	-4%	1%	4%	16%	2%	7%[10 µM]
3: C#CCOCCOCCOCCNc1nc(N2CCN(C(=O)Cn3cc(CC(C)O)nn3)CC2)nc(N2CCN(C(=O)Cn3cc(CC(C)O)nn3)CC2)n1 (stereo not drawn)
 : 4%	-1%	-6%	-6%	4%	0%[2.36 µM]	/
4: CCOc1ccc(N2C(=O)CC(NCCNc3ccc([N+](=O)[O-])cn3)C2=O)cc1 (stereo not drawn)
 : 5%	15%[46 µM]	-3%[15.4 µM]	-19%	-6%	-3%	-9%
5: COc1ccccc1NC(=O)NCC(=O)Nc1c(C)cccc1C
 : -1%	1%[46 µM]	-8%	0%	10%	9%	-3%
6: C/C=C/C(=O)N1CC2(CC(c3cccc(NC(=O)CC)c3)=NO2)C[C@H]1C(N)=O (stereo partly drawn)
 : -3%	/	/	29%[9.22 µM]	-2%	11%	2%[10 µM]
7: Cc1ccc(S(=O)(=O)N2CCC(C(=O)C3C(=O)CCCC3=O)CC2)cc1
 : 0%	/	-9%	-1%	4%	-7%	-5%
8: Cc1ccc(S(=O)(=O)N(C)C)cc1NC(=O)COC(=O)/C=C/c1ccc2c(c1)OCO2
 : 3%	6%[46 µM]	4%	-20%	-12%	-3%	-20%
9: O=C(N/N=C/c1ccccn1)c1cccc(S(=O)(=O)Nc2ccccc2Cl)c1
 : 4%	-8%[46 µM]	2%	-10%	-1%	?	-28%
10: Cc1ccccc1Oc1cc(-n2ncc(Cl)c(Cl)c2=O)ncn1
 : 0%	?	1%	?	10%	4%	-97%[inhibitor][10 µM]
11: COC(CSc1ncnc2c1oc1nc3c(cc12)COC(C)(C)C3)OC
 : -16%	/	-1%[15.4 µM]	21%[9.22 µM]	13%	1%	-2%[10 µM]
12: COC(=O)c1c(-c2cccs2)csc1NC(=O)CSc1ncnc2sc(C)c(C)c12
 : -6%	9%	-7%	?	10%	3%	-14%
13: Cc1nc(SCC(=O)N2CCN(C(=O)c3ccco3)CC2)c2c(C)c(C)sc2n1
 : -6%	2%	2%	-12%	1%	-6%	-18%
14: CCNS(=O)(=O)c1ccc(CCC(=O)NCc2ccccc2)cc1
 : -3%	/	-10%	4%	18%	1%	-14%
15: CCn1c(Cc2ccccc2)nnc1SCc1ccc([N+](=O)[O-])cc1
 : 5%	-7%	-6%	-1%	-3%	5%	3%[10 µM]
16: COc1ccc(C(=O)CSc2nc(SC)ns2)cc1OC
 : 0%	-10%	-1%	-24%	7%	2%	-3%[0.074 µM]
17: CCOc1ccc2[nH]c3c(=O)n(CCC4=CCCCC4)cnc3c2c1
 : 2%	/	/	26%[9.22 µM]	-8%	6%	-4%[10 µM]
18: CN(Cc1cn[nH]c1-c1ccc(-c2ccccc2)cc1)CC1CCOCC1
 : -1%	/	/	?	-7%	1%	8%[10 µM]
19: COc1ccc(CC2(CO)CCN(Cc3cnn(-c4ccc(F)cc4)c3)CC2)cc1
 : -2%	?	-6%	12%[9.22 µM]	7%	6%	0%[10 µM]
20: O=C(C1=C[C@H](c2ccc3c(c2)OCO3)C[C@H](OCCCCO)O1)N1CCN(Cc2ccc3c(c2)OCO3)CC1
 : -4%	/	/	10%[9.22 µM]	8%	5%	-16%[10 µM]
21: O=S(=O)(Nc1nccs1)c1ccc(Nc2nnc(-c3ccccc3)c3ccccc23)cc1
 : -3%	3%	5%	-15%	15%	1%	-4%[10 µM]
22: CCCS(=O)(=O)N1CCN=C1SCc1cccc2ccccc12
 : 1%	/	-3%	-7%	-2%	9%	11%
23: O=C(c1cccc(F)c1)N1CCN(CC2CC3C=CC2C3)CC1 (stereo not drawn)
 : 6%	-8%	-1%	-8%	-6%	3%	9%
24: COC(=O)C1=C(C)OC(N)=C(C#N)C1c1c(C)nn(C)c1C (stereo not drawn)
 : 13%	?	0%	-3%	-27%	0%	23%[10 µM]
25: O=C1SC(Cc2ccccc2)C(=O)N1c1ccccc1 (stereo not drawn)
 : 2%	/	/	-27%[9.22 µM]	4%	27%	-33%[10 µM]
26: COc1ccc(-c2ccc(Nc3ccc(C(=O)N4CCOCC4)cc3)nn2)cc1OC
 : 8%	-17%	-4%	23%	3%	14%	0%[1.9 µM]
27: COc1ccc(NS(=O)(=O)c2ccc(-c3n[nH]c(=S)n3Cc3ccccc3)cc2)cc1
 : 2%	/	/	7%[9.22 µM]	-26%	-5%	9%[10 µM]
28: CC(=O)Nc1ccc(S(=O)(=O)Nc2ccc(NC(=O)c3ccco3)cc2)cc1
 : -6%	-2%	2%	2%	-5%	3%	6%[10 µM]
29: CCCCOC(=O)Nc1ccccc1C(=O)OC
 : 4%	-2%	-1%	1%	3%	10%	3%
30: COc1ccc(N2C(=O)C(CC(=O)Nc3ccccc3)N(Cc3cccs3)C2=O)cc1 (stereo not drawn)
 : -15%	/	/	4%[9.22 µM]	-10%	13%	-4%[10 µM]

Rewritten with bars between the fields: two of the compounds above.
# | SMILES | aGlu spleen mod | Lamin A splicing | GAA inhib | HttQ103 aggreg | GAA glycogen mod | CBFb RUNX1 block | HTT cytoprotect
28 | CC(=O)Nc1ccc(S(=O)(=O)Nc2ccc(NC(=O)c3ccco3)cc2)cc1 | -6% | -2% | 2% | 2% | -5% | 3% | 6%[10 µM]
26 | COc1ccc(-c2ccc(Nc3ccc(C(=O)N4CCOCC4)cc3)nn2)cc1OC | 8% | -17% | -4% | 23% | 3% | 14% | 0%[1.9 µM]

The results go on.
Value order – aGlu spleen mod	Lamin A splicing	GAA inhib	HttQ103 aggreg	GAA glycogen mod	CBFb RUNX1 block	HTT cytoprotect
31: O=C(NNc1nc2c(F)cccc2s1)C1COc2ccccc2O1 (stereo not drawn)
 : -2%	/	-17%	21%	4.4µM*	-5%	/
32: Cc1ccc(S(=O)(=O)NC2c3cccc4cccc(c34)C2Sc2n[nH]c(N)n2)cc1 (stereo not drawn)
 : -7%	0%	-3%	24%	6%	-4%	0%[10 µM]
33: COC(=O)C1=C(N)Oc2cc(C)[nH]c(=O)c2C1c1ccc(Cl)cc1 (stereo not drawn)
 : -1%	/	/	18%[9.22 µM]	1%	3%	-1%[10 µM]
34: O=C(COC(=O)[C@H](Cc1c[nH]c2ccccc12)NC(=O)c1ccc(Cl)cc1)Nc1ccc2c(c1)OCO2
 : -4%	-2%	11%	0%[9.22 µM]	0%	-18%	0%
35: Cc1occc1C(=O)NC1CCCc2ccccc21 (stereo not drawn)
 : 2%	1%	2%	-16%	1%	9%	-3%[10 µM]
36: Cc1ccc(NC(=O)COC(=O)Cc2ccsc2)cc1S(=O)(=O)N1CCOCC1
 : 2%	7%	-6%	17%	-1%	13%	-18%[10 µM]
37: CC1C(c2ccccc2)N(C)CCC12NC(=O)NC2=O (stereo not drawn)
 : 15%	14%	-8%	-4%	15%	-1%	-1%[0.074 µM]
38: Cc1ccc(N=Nc2ccc(O)c(P(=O)(c3ccccc3)c3ccccc3)c2)cc1
 : -6%	/	-7%[15.4 µM]	-4%[9.22 µM]	0%	-8%	5%[10 µM]
39: Cc1ccc(NC2CC(=O)N(Cc3ccccc3)C2=O)cc1 (stereo not drawn)
 : 3%	2%	-2%	-2%	-15%	4%	5%
40: COC(=O)c1cc(C)sc1NC(=S)N1CCN(CCc2ccccc2)CC1
 : 3%	/	4%	-1%	3%	-2%	2%[10 µM]
41: O=C(/C=C/c1ccc2ccccc2n1)N1CCN(S(=O)(=O)c2ccccc2F)CC1
 : 1%	/	/	-13%[9.22 µM]	-6%	-9%	10%[10 µM]
42: COc1ccc(C2C3=C(CCCC3=O)Nc3nc(C(F)(F)F)nn32)cc1OC (stereo not drawn)
 : -7%	-5%	?	19%	-31%	19%	20%
43: c1ccc(OCCn2cnc3ccccc32)cc1
 : 0%	-15%	-10%	-12%	2%	14%	2%[10 µM]
44: CCCN1CCN(C(=S)NCc2ccc(Cl)cc2)CC1
 : 6%	15%[46 µM]	-7%	-6%[9.22 µM]	-6%	4%	7%[10 µM]
45: C/C(=N\N1C(=O)CSC1=S)c1ccc(Br)cc1
 : 4%	?	-2%	19%	?	6%	?
46: O=C(CC1CCCCC1)NCc1cn2ccsc2n1
 : -4%	7%	-19%	1%	9%	-3%	4%
47: Cc1cccc(N2CC(C(=O)Nc3ccc(S(=O)(=O)N4CCOCC4)cc3)CC2=O)c1 (stereo not drawn)
 : /	/	?	-15%	-17%	9%	-24%
48: CC(C)Oc1ccc(/C(O)=C2/C(=O)C(=O)N(Cc3cccnc3)C2c2ccco2)cc1 (stereo not drawn)
 : -3%	7%	4%	16%	0%	-1%	8%
49: CCCC[C@@H]1C[C@H]1C(NC(=O)c1ccco1)c1ccccc1 (stereo partly drawn)
 : 2%	/	/	/	/	19%	-44%[inhibitor]
50: O=C(NCc1ccccc1)C(=O)Nc1nc(-c2ccccc2)cs1
 : 2%	/	/	26%[9.22 µM]	1%	7%	28%[10 µM]
51: N/C(=N\OC(=O)c1cccs1)c1ccccc1
 : -10%	-13%	-4%	-4%	0%	13%	10%[10 µM]
52: CCC(C)(C)n1nnnc1C(c1ccc(C)cc1)N1CCSCC1 (stereo not drawn)
 : -13%	1%	-9%	-10%	11%	-9%	1%
53: CC(C)N1CCC(N2CCN(Cc3cnc(-c4ccccc4)s3)CC2CCO)CC1 (stereo not drawn)
 : -2%	/	/	-29%[9.22 µM]	6%	9%	3%[10 µM]
54: COc1cc(OC)c2ccc(=O)oc2c1
 : 19%	/	/	/	/	22%	-68%[inhibitor]
55: CC1=Nc2ccccc2/C1=C\c1sc(Nc2ccc(C)cc2)nc1O
 : -3%	?	-3%	-11%	1%	-13%	/
56: COc1ccc(NC(=O)/C(=C\c2ccc3c(c2)OCO3)NC(C)=O)cc1
 : -3%	-13%	1%	11%	-7%	0%	?
57: CCOC(=O)c1cc2c(C)n(-c3ccc(OCC)cc3)c(C)c2cc(C(=O)OCC)c1=O
 : 4%	-7%	4%	2%	2%	5%	3%[10 µM]
58: Cc1c(Cl)cccc1NC(=O)CCC(=O)NNC(=O)c1ccccc1Cl
 : 5%	13%	1%	12%	4%	5%	-3%
